# Compound activity from PubChem.
# VEEV TC-83 Vero: inhibitors of VEEV TC-83 cytopathic effect, confirmation, Vero cells (AID 588727); inhibition, % at 20 µM; hits with a dose series show IC50 in µM; 350,000 compounds, 0.13% hits; Vero cells, VEEV TC-83 cytopathic effect inhibition; higher % means a stronger effect; in the data active means a potency from the dose series; inconclusive means inhibition mostly from about 14% at the one dose, without a potency; inactive means the rest, 99 in 100 with inhibition below about 12%; further: strong numbers were not always called active
# H1N1 NS1A inhibition: NS1A inhibition, H1N1 influenza, cell based functional assay (AID 504329). NS1A functional cell-based assay, percent inhibition; higher % means a stronger effect. inhibition, % at 12.5 µM; hits with a dose series show IC50 in µM. 340,000 compounds, 0.3% hits; in the data active means a potency from the dose series; inconclusive means inhibition above about 27% without an active follow-up result; further: strong numbers were not always called active
# tuberculosis growth: growth inhibition of non-replicating M. tuberculosis (AID 488890); Mycobacterium tuberculosis non-replicating, growth inhibition; higher % means a stronger effect; inhibition, % at 25 µM, or IC50 in µM where a hit was titrated; 320,000 compounds, 0.39% hits; in the data active means a potency from the dose series; inconclusive means inhibition mostly from about 82% at the one dose, without a potency; inactive means the rest, 99 in 100 with inhibition below about 76%;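 further: plate controls were DMSO cells for no effect and high antibiotic wells for full effect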
# H37Rv inhibition: M. tuberculosis growth inhibition, HTS (AID 449762) | one-dose inhibition, % at 25 µM; IC50 in µM for titrated hits | M. tuberculosis H37Rv growth inhibition, 7H9 media; higher % means a stronger effect | 330,000 compounds, 0.59% hits; in the data active means a potency from the dose series; inconclusive means inhibition above about 70% without an active follow-up result;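 further: bacterial growth assessed after seven days of incubation; strong numbers were not always called active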
# Salmonella PhoP GFP: Inhibition of PhoP regulon, Salmonella typhi GFP reporter cells, confirmation, 4 h (AID 1850); inhibition, % at 50 µM, or IC50 in µM where a hit was titrated; Salmonella Typhi PhoP-promoter GFP reporter, fluorescence, 4 h; higher % means a stronger effect; 310,000 compounds, 0.33% hits; in the data active means a potency from the dose series; inconclusive means inhibition mostly from about 25% at the one dose, without a potency; inactive means the rest, 99 in 100 with inhibition below about 19%;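 further: 0% = induced wells with vehicle and 100% = uninduced wells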
# VEEV TC-83 Vero 10K pilot screen: further read-out of VEEV TC-83 Vero, marked with its call; inhibition, %; measured here: 10K pilot screen inhibition
# An asterisk follows results filed as active; i = inactive; ? = inconclusive; . = no result given.
# Start of the listing, in advance (2 entries):
SMILES,VEEV TC-83 Vero,H1N1 NS1A inhibition,tuberculosis growth,H37Rv inhibition,Salmonella PhoP GFP,others
COC(C)c1oc2c(C)c3oc(=O)cc(C)c3cc2c1C (stereo not drawn),0.7%,-2%,7%,-13%,5%,
O=C(CSc1nnc(-c2ccc(Cl)cc2)n1CC1CCCO1)NC1CCS(=O)(=O)C1 (stereo not drawn),0.6%,4%,11%,3%,4%,

# Results, from the first entry:
SMILES,VEEV TC-83 Vero,H1N1 NS1A inhibition,tuberculosis growth,H37Rv inhibition,Salmonella PhoP GFP,others
COC(C)c1oc2c(C)c3oc(=O)cc(C)c3cc2c1C (stereo not drawn),0.7%,-2%,7%,-13%,5%,
O=C(CSc1nnc(-c2ccc(Cl)cc2)n1CC1CCCO1)NC1CCS(=O)(=O)C1 (stereo not drawn),0.6%,4%,11%,3%,4%,
O=C1NC[C@H](c2ccccc2)N(CC2CCCCC2)C1=O,i,-5%,-5%,-2%,0%,
COc1ccc2nc(NC(=O)C3CCN(S(=O)(=O)c4cccnc4)CC3)sc2c1,3.1%,9%,.,-5%,-9%,
COC(=O)c1ccc(NC(=O)COc2ccc(S(=O)(=O)NC(C)(C)C)cc2)cc1,0.7%,8%,-12%,-1%,11%,
COc1cccc(CN(C)C(=O)c2[nH]c(C)c(C(C)=O)c2C)c1OC,1.2%,5%,41%,-6%,6%,
CC(=O)c1ccc(-c2ccc([C@H]3[C@H]4C=CC[C@@H](C)[C@@H]4C(=O)N3Cc3ccccc3)c(F)c2)cc1,3.0%,-9%,75%,?,-18%,
O=c1oc2cc(OCc3ccc(C(F)(F)F)cc3)ccc2cc1-c1ccccn1,2.3%,1%,-6%,1%,0%,
COc1cccc(-n2c(Cc3cc(=O)[nH]c(=O)[nH]3)nnc2SCc2cccc(C(F)(F)F)c2)c1,0.7%,-10%,5%,-5%,-4%,
NC(=O)C1CCCN(C(=O)CCc2nnc(C3(c4ccc(Cl)cc4)CCC3)o2)C1 (stereo not drawn),1.0%,-7%,8%,1%,-8%,
Cc1cc(C(=O)CSc2n[nH]c(-c3ccccc3F)n2)c(C)n1Cc1cccs1,9.7%,12%,7%,-4%,7%,
CCOC(=O)N1CCC(=NNc2ccc(S(=O)(=O)N3CCOCC3)cc2[N+](=O)[O-])CC1,i,-5%,-8%,-1%,-4%,
O=C(COc1ccc(F)cc1)N1CCCCCCC1,0.3%,-8%,47%,1%,4%,
O=C(N/N=C/c1cccnc1)c1cc(C2CC2)nc2ccccc12,4.5%,-6%,-6%,-3%,12%,
O=C(Nc1ccc(N2CCOCC2)cc1)c1c(F)cccc1Cl,0.5%,2%,1%,-11%,-12%,

# Three entries out of the list, arranged by formula weight, largest number first.
SMILES,VEEV TC-83 Vero,H1N1 NS1A inhibition,tuberculosis growth,H37Rv inhibition,Salmonella PhoP GFP,others
O=C(CSc1nnc(-c2ccc(Cl)cc2)n1CC1CCCO1)NC1CCS(=O)(=O)C1 (stereo not drawn),0.6%,4%,11%,3%,4%,
O=c1oc2cc(OCc3ccc(C(F)(F)F)cc3)ccc2cc1-c1ccccn1,2.3%,1%,-6%,1%,0%,
O=C(N/N=C/c1cccnc1)c1cc(C2CC2)nc2ccccc12,4.5%,-6%,-6%,-3%,12%,

# The main list resumes, starting 2 compounds before the break.
SMILES,VEEV TC-83 Vero,H1N1 NS1A inhibition,tuberculosis growth,H37Rv inhibition,Salmonella PhoP GFP,others
O=C(N/N=C/c1cccnc1)c1cc(C2CC2)nc2ccccc12,4.5%,-6%,-6%,-3%,12%,
O=C(Nc1ccc(N2CCOCC2)cc1)c1c(F)cccc1Cl,0.5%,2%,1%,-11%,-12%,
CC1CCC(C(C)C)C(OP(N)(=O)c2ccccc2)C1 (stereo not drawn),i,-1%,4%,-6%,-2%,
OCCCn1c(C2CCCN2c2nc(-c3ccc(F)cc3)cs2)nc2cc(Cl)c(N3CCCCC3)cc21 (stereo not drawn),i,6%,30%,-1%,0%,
Cc1cccc(N2CCN(S(=O)(=O)c3c(C)[nH]c(=O)[nH]c3=O)CC2)c1C,2.5%,-1%,2%,2%,4%,
Cc1nn(CC(=O)N2CCN(c3ccc(Cl)cc3)CC2)c(=O)c2cccn12,0.2%,-2%,-8%,-4%,2%,
CC(CC(=O)N1CCN(c2cccc(Cl)c2)CC1)S(=O)(=O)c1ccc2c(c1)NC(=O)CO2 (stereo not drawn),8.8%,-6%,53%,1%,-3%,
Cc1cc2c(cc3c(=O)n(CC(=O)NCCCN4CC(C)CC(C)C4)ncn32)s1 (stereo not drawn),0.8%,-12%,16%,-1%,-2%,
COC(=O)C(Cc1c[nH]c2ccccc12)NC(C)=O (stereo not drawn),1.2%,-5%,-8%,-7%,4%,
COc1cc(C(=O)NC(c2ccccc2)c2ccccc2)cc(OC)c1OC,1.9%,-16%,-24%,-3%,-6%,
CC[n+]1c(/C=C2/C=C(C)CC(C)C2)sc2ccccc21 (stereo not drawn),i,0%,?,2%,4%,
c1ccc(CNCCc2c[nH]c3ccccc23)cc1,i,4%,12%,2%,7%,
O=C(CC1C(=O)NCCN1C(=O)c1ccccc1)Nc1cc(Cl)ccc1Cl (stereo not drawn),1.8%,19%,-18%,3%,-4%,
CC(C)C[C@@H](CNCC(=O)[C@H](Cc1c[nH]c2ccccc12)NC(=O)c1[nH]cnc1C(=O)N[C@@H](C)CN)NC(=O)c1nc[nH]c1C(=O)N[C@@H](Cc1ccccc1)C(=O)O,i,-19%,.,.,.,
Cn1c(=O)c2c(nc(N/N=C/c3cccnc3)n2Cc2ccccc2)n(C)c1=O,6.9%,3%,10%,2%,8%,
CCCOc1cccc(C(=O)Nc2cccc(NC(=O)c3ccco3)c2)c1,0.3%,4%,41%,4%,1%,
Nc1ncnc2c1ncn2[C@@H]1O[C@H](CNCc2cn(CC(=O)NC3CC3)c3ccccc23)[C@@H](O)[C@H]1O,0.2%,-2%,-10%,-8%,.,
COc1cc([N+](=O)[O-])ccc1-c1ccc(C(=O)Nc2ccc(NC(C)=O)cc2)o1,i,-2%,6%,2%,-13%,VEEV TC-83 Vero 10K pilot screen=1.1
COC(=O)CN(c1nc(C)c(Br)c(OC)n1)S(=O)(=O)c1ccccc1,1.4%,-4%,11%,-4%,21%,
Cc1ccc(OCC(=O)Nc2ccc(N3CCCC3)cc2)cc1C,0.1%,-9%,80%,?,-5%,
Cn1c(N)c(C(=O)CSc2nc3ccccc3c(=O)n2Cc2ccccc2)c(=O)n(C)c1=O,0.8%,10%,-12%,9%,2%,
COc1ccc(CN2CCN(C(=O)Cc3ccccc3)CC2)c(OC)c1,i,-2%,-9%,-4%,0%,
COC(=O)[C@]12C(=O)NC[C@H](CN1c1ccc(Cl)c(C)c1)N2C,0.2%,-4%,-3%,2%,.,
Cc1ccn(Cc2n[nH]c(=S)n2Cc2ccccc2)n1,0.9%,8%,2%,-3%,-6%,
Cc1ccc(OCc2ccc(C(=O)NNC(=S)NCC3CCCO3)o2)c([N+](=O)[O-])c1 (stereo not drawn),i,7%,-2%,-9%,-4%,
C/C(=N/NC(=O)c1ccc(C)s1)c1cccnc1,6.8%,-2%,42%,1%,2%,
CCOc1ccc(/C=N/NC(=O)CCC(=O)Nc2ccc(F)cc2)cc1,i,-12%,.,-4%,5%,
O=C(CN1CCC(c2nc3ccccc3s2)CC1)NCc1ccccc1,10%,11%,8%,-4%,-4%,
COC(=O)COc1ccc(S(=O)(=O)Nc2ccc(NC(C)=O)cc2)cc1C,i,-7%,13%,-4%,-6%,
O=S(=O)(c1ccccc1)c1nc(-c2ccco2)oc1NCCN1CCOCC1,i,5%,-11%,0%,3%,
CC(=O)Nc1ccc(N2CCN(Cc3ccccc3)CC2)cc1,1.5%,-2%,-3%,3%,0%,
CCOC(=O)[C@H]1[C@H]2COc3ccccc3[C@@H]2N2C(=O)CN(CC3CCCO3)C(=O)[C@@]12C (stereo partly drawn),0.3%,-1%,11%,7%,.,
CC(C)c1ccc(CNNC(=O)c2ccccc2)cc1,4.1%,-1%,33%,14%,5%,
O=C(CNC(=O)c1ccccc1O)N/N=C/c1ccccn1,i,8%,-20%,2%,-10%,
NC(=O)NCCCC(=O)OCC(=O)c1ccc2ccccc2c1,1.3%,-9%,-7%,3%,4%,
COc1ccc(C2SCCN2C(=O)c2ccc([N+](=O)[O-])cc2)cc1 (stereo not drawn),1.2%,3%,12%,-4%,0%,
CCOC(=O)c1c(C)c(C(=O)NCc2ccccn2)c(C)n1CC,i,3%,-3%,-1%,14%,
CCN(CC(=O)N1CCN(Cc2ccccc2)CC1)S(=O)(=O)c1ccccc1,0.4%,-2%,-3%,7%,-6%,
Cc1c2c(nc3ccccc13)CC(C)(C)CC2=O,2.9%,-5%,20%,6%,-15%,
CC(=O)N1CCN(CC(=O)Nc2ccccc2Sc2ccccc2)CC1,1.2%,1%,-4%,0%,5%,
O=C1COc2ccc(C(=O)COC(=O)c3ccccn3)cc2N1,3.1%,-11%,-36%,-14%,2%,
Cc1sc2nc(CN(Cc3cccs3)C(=O)C3CC3)[nH]c(=O)c2c1C,4.1%,-5%,26%,-8%,5%,
COc1ccc(C(=O)CCNc2ccc3c(c2)OCCO3)cc1,2.9%,10%,?,62%,0%,
COC(=O)[C@@H]1[C@@H](C)OC(=O)N[C@H]1c1ccccc1,i,7%,-6%,2%,14%,VEEV TC-83 Vero 10K pilot screen=0.5
O=C1NN(c2ccc(F)cc2)C(=O)/C1=C\C=C\c1ccco1,0.3%,3%,?,?,-6%,
CN1C(=O)C(=Cc2cn(CC(=O)N3CCCC3)c3ccccc23)C(=O)N(C)C1=O,0.7%,-2%,12%,0%,10%,
O=C(NCCNC(=O)c1ccccn1)c1cccc(F)c1,0.5%,13%,-20%,4%,12%,
CCC1CCCCN1C(=O)/C=C/c1ccc2c(c1)OCO2 (stereo not drawn),i,-2%,30%,3%,-2%,
CCNc1nc(SCCOc2ccc(Br)cc2)nc(N(C)C)n1,1.9%,-9%,-6%,8%,-7%,
CC(C)C(=O)NC(NCC1CCCO1)C(Cl)(Cl)Cl (stereo not drawn),i,-10%,-10%,-4%,-11%,
O=C(c1cc(-c2ccccc2)nn1CC1CC(c2cccnc2)=NO1)N1CCOCC1 (stereo not drawn),0.7%,8%,-15%,-10%,-17%,
CCc1ccc(CNC(=O)Cc2ccc(NC(=O)C3=C(C)OCCS3)cc2)cc1,2.9%,-1%,13%,1%,-2%,
COc1cc(/C=C/C(=O)OCC(=O)NC2CCS(=O)(=O)C2)ccc1OC(F)F (stereo not drawn),1.3%,-16%,-1%,6%,.,
Nc1cc(C(=O)O)ccc1Sc1ccccc1C(=O)O,0.3%,9%,21%,-2%,7%,
S=C(NCc1ccc(Cl)cc1)N1CCN(c2ccccn2)CC1,i,7%,7%,-2%,7%,
O=S(=O)(Nc1ccc(N2CCCCC2)cc1)c1ccc(F)c(F)c1,1.5%,2%,32%,6%,-5%,
C[C@H](CO)N1C[C@H](C)[C@@H](CN(C)C(=O)Nc2ccc(C(F)(F)F)cc2)Oc2ccc(NC(=O)Nc3ccc(C(F)(F)F)cc3)cc2C1=O,0.2%,1%,17%,12%,.,
CCN(CC)C(=O)COc1ccc2c(-c3ccccc3)cc(=O)oc2c1,6.2%,7%,-10%,-7%,1%,
Cc1ccn2cc(CCNC(=O)Cc3cccs3)nc2c1,1.2%,10%,-9%,0%,3%,
COCCOc1ccc(C(F)(F)F)cc1NC(=O)c1ccccc1F,0.2%,4%,-25%,-2%,0%,
CCOC(=O)N1CCN(C(=O)CCSc2ccc(Cl)cc2)CC1,1.6%,0%,7%,-8%,12%,
COC1CCCN(Cc2nc(Cc3ccccc3F)no2)C1 (stereo not drawn),0.7%,-1%,11%,7%,-11%,
# The list goes on.
SMILES,VEEV TC-83 Vero,H1N1 NS1A inhibition,tuberculosis growth,H37Rv inhibition,Salmonella PhoP GFP,others
Cc1ccnc(NC(=O)CN2C(=O)c3ccccc3S2(=O)=O)c1,2.5%,-7%,-6%,-4%,2%,
CC(=O)N(c1cccc(C)c1)S(=O)(=O)c1ccc(Cl)cc1,i,-5%,19%,4%,-2%,
Cc1ccc(Nc2nc(N)c([N+](=O)[O-])c(NCc3ccccc3)n2)cc1,1.5%,.,-3%,-4%,-4%,
CN1C(=O)C(=Cc2ccccc2OCc2ccccc2Cl)C(=O)N(C)C1=O,1.8%,-8%,1%,4%,0%,
O=S1(=O)N=C(N/N=C/c2cccs2)c2ccccc21,0.4%,4%,67%,7%,-1%,
